WRN inhibitor: WRN helicase (human) inhibition; 360,000 tested, 0.46% active; WRN helicase unwinding, fluorescent forked duplex, kinetic; Potency, µM (highest dose often 114 µM), for the others: at the top dose activity change, negative = inhibition, hits mostly inhibitors; Q14191; AID 651768; also: potency is read from the fitted curve at half-maximal effect; % is scaled to controls: 0 for no effect and ±100 for the full control effect; nearly all actives have a fitted effect of over 55% in size
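Fluorescence dequenching readout, ex 525 nm/em 598 nm, kinetic mode: forked duplex DNA (100 nM final) with adjacent fluorophore and quencher unwound by WRN (20 nM final) with 2 mM ATP. Compound preincubation 15 min, room temperature.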
KB-3-1 tox: KB-3-1 parental cell cytotoxicity; KB-3-1 viability, CellTiter-Glo ATP luminescence, 72 h; Potency, µM (highest dose often 46.1 µM), for the others: at the top dose activity change, negative = cytotoxic, actives largely listed as cytotoxic; 400,000 tested, 1.4% active; also: potency is read from the fitted curve at half-maximal effect; % is scaled to controls: 0 for no effect and ±100 for the full control effect; nearly all actives have a fitted effect of over 60% in size
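72 h, 37 °C compound treatment of KB-3-1 parental cells; CellTiter-Glo added, 10 min, luminescence read. Data corrected against DMSO-only plates and normalized before curve fitting.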
KB-V1 MDR tox: KB-V1 MDR subline cytotoxicity; KB-V1 MDR cells viability, CellTiter-Glo, 72 h; Potency, µM (top dose mostly 46.1 µM), for the others: at the top dose activity change, negative = cytotoxicity, actives largely listed as cytotoxic; 400,000 tested, 3.4% active; also: potency is read from the fitted curve at half-maximal effect; % is scaled to controls: 0 for no effect and ±100 for the full control effect; nearly all actives have a fitted effect of over 60% in size
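qHTS viability screen in drug-selected KB-V1 MDR cells: 72 h compound treatment at 37 degrees C, ATP luminescence end point.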
HT1080-NT tox: kills 2HG-producing HT-1080-NT fibrosarcoma cells | HT-1080-NT fibrosarcoma viability, CellTiter-Glo ATP luminescence, 48 h | Potency, µM (titrated, usually from 46.1 µM), without a hit: at the top dose activity, negative = less viability, usual class: cytotoxic | 360,000 tested, 1.6% active;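 also: NT is the 2HG producing partner of a matched IDH1 knockdown line; potency is read from the fitted curve at half-maximal effect; 0% = DMSO-treated cells and -100% = media-only wells without cells; nearly all actives have a fitted effect of over 55% in size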
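Fibrosarcoma NT cells, 750 per well in 5% FBS RPMI, were exposed to compound for 48 hours. Viability: CellTiter-Glo luminescence.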
ATXN2 expr inh: ATXN2 expression inhibition; HEK-293 ATXN2-luciferase reporter, luminescence, 24 h; Potency, µM (titrated, usually from 57 µM), inactives show top-dose activity change, negative = inhibition, usual class: inhibitors; AID 1745845; 360,000 tested, 0.72% active; also: potency is read from the fitted curve at half-maximal effect; % is scaled to controls: 0 for no effect and ±100 for the full control effect; nearly all actives have a fitted effect of over 55% in size
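ATXN2-luciferase reporter cells (luciferase flanked by upstream and downstream ATXN2 gene portions) were treated 24 h at 37 °C with compounds at up to 57 uM. SteadyGlo luminescence gave expression; GF-AFC fluorescence gave viability.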
SW480 rerep: induces DNA re-replication in SW480 colon adenocarcinoma cells; Potency, µM (series often up to 46.1 µM), without a hit: at the top dose re-replication activation, actives largely listed as activators; SW480 DNA re-replication, Hoechst DNA content imaging, 48 h; 340,000 tested, 1.8% active; AID 624297; also: potency is read from the fitted curve at half-maximal effect; % of control where 0% means no effect; nearly all actives have a fitted effect of over 55% in size
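Per well, 250 cells were exposed to pinned compound for 48 hr. Nuclear DNA was visualised with Hoechst (40 min, 37 C) and total object intensity recorded by fluorescence scanning.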
MCF10A rerep: induces DNA re-replication in MCF 10a normal breast cells | MCF 10A DNA re-replication, Hoechst nuclear intensity, 48 h | 350,000 tested, 2.9% active | Potency, µM (series often up to 46.1 µM), inactives show at the top dose activity, positive = re-replication, most hits filed as activators; also: potency is read from the fitted curve at half-maximal effect; % of control where 0% means no effect; nearly all actives have a fitted effect of over 50% in size
IL1B secr inh: inhibitors of inflammasome signaling (IL-1 beta secretion). activity change, % at 57.5 µM. 360,000 tested, 4.7% active. THP-1 LPS/ATP IL-1B secretion, AlphaLISA, 16 h; hits give low values; in the data active = activity change below about -50%; inconclusive = mostly about -30% to -49%; also: % is scaled to controls: 0 for no effect and ±100 for the full control effect
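THP-1 cells pretreated 1 hr with compounds (up to 57.5 uM final), then stimulated with LPS (250 ng/mL final) plus ATP (1.25 mM final); secreted IL-1B measured by AlphaLISA after 16 hr, decreased signal indicating inhibition.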
HT1080 IDH1KD tx: toxicity to HT-1080 IDH1 knockdown cells (counter line); HT-1080 IDH1 knockdown viability, ATP luminescence, 48 h; AID 686971; 360,000 tested, 2% active; Potency, µM (highest dose often 46.1 µM), for inactives: top-dose activity, negative = toxicity, actives largely listed as cytotoxic;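 also: potency is read from the fitted curve at half-maximal effect; 0% = DMSO wells and -100% = cell-free medium wells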
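After a 2 h attachment period, IDH1KD HT-1080 cells took pin-transferred compound for 48 h at 37 °C; ATP-based luminescence after 10 min room-temperature reagent incubation reported viability.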
An asterisk follows results filed as active; ? = inconclusive; . = not tested or not shown; & = joins results of further samples; [ ] = another dose, or the depositor's remark. Unless noted, calls follow the shape of the dose curve; as a rule, active = well fitted curve in the direction sought with a large enough effect; inconclusive = small, poorly fitted or top-dose-only effect, or another doubt; inactive = no such curve, though single readings can be large; an effect the other way counts as inactive or inconclusive. Rows were taken by chance, and some 12% of all compounds hit somewhere here.

Molecule	WRN inhibitor	KB-3-1 tox	KB-V1 MDR tox	HT1080-NT tox	ATXN2 expr inh	SW480 rerep	MCF10A rerep	IL1B secr inh	HT1080 IDH1KD tx
CC(=Nc1ccc2c(c1)nc(CO)n2C)C1=C(O)CC(C)(C)CC1=O	-6%	-7%	17%	12%	6%	0%	-5%	-3	-1%
CC1(C)CC(=O)C=C(Nc2ccccc2NC(=O)c2cnccn2)C1	0%	9%	4%	4%	-11%	0%	?	14	5%
CC(=O)N1c2ccc(S(=O)(=O)NCCC(=O)NCCc3ccc(Cl)cc3)cc2CC1C (stereo not drawn)	9%	-15%	25%	-17%	-9%	-8%	5%	16	-10%
COc1ccccc1CN1CC(C(=O)NCCC2=CCCCC2)CCC1=O (stereo not drawn)	-1%	18%	-1%	-3%	15%	-11%	5%	0	1%
Cc1cc2c(SCc3ccccc3Cl)nc(N)nc2nc1C	-3%	6%	6%	-23%	-16%	?	-66%	-24	-14%
COc1ccc(S(=O)(=O)N2CCCCCC2)cc1NC(=O)Cc1ccccc1	2%	-1%	-19%	0%	8%	0%	0%	16	4%
COc1cccc(C(=O)c2c[nH]c(C(=O)NCc3cccnc3)c2)c1	-32%	2%	-13%	-18%	-30%	-11%	?	-26	?
O=C(NC1CCCCC1)C(c1cccnc1)N(C(=O)c1csnn1)c1ccccc1F (stereo not drawn)	3%	-1%	-16%	4%	53%[activator]	0%	?	37	-10%
CC(C)C1Cc2[nH]c(=S)[nH]c(=O)c2C(c2ccc(Cl)cc2)O1 (stereo not drawn)	-3%	0%	3%	16%	0%	.	.	1	10%
Cc1ccc(Cl)cc1-n1c(SCC(=O)NCCC2=CCCCC2)nc2n[nH]c(C)c2c1=N	4%	0%	-15%	?	-12%	15%	?	0	?
Cc1cccc(NC(=O)C(C)n2cc([N+](=O)[O-])cn2)n1 (stereo not drawn)	-6%	-2%	-2%	13%	-4%	-3%	1%	28	29%
CC(C)N(Cc1nc(-c2ccccc2)no1)C(=O)c1ccc(Cl)cc1	-21%	?	?	-13%	-32%	5%	7%	-17	-13%
CCn1c(CNC(C)=O)nnc1SCC(=O)c1ccc(Br)cc1	-4%[57.1 µM]	2%	9%	13µM*	0%	-1%	-9%	0	?
FC(F)(F)C1=NNC(c2ccc3ccccc3c2)=NN1	0%	0%	9%	-9%	.	.	.	19	-12%
CCOC(=O)c1sc(-c2cccc([N+](=O)[O-])c2)cc1N	-3%[57.1 µM]	0%	-12%	?	3%	-3%	-6%	-1	-25%
COC(=O)N/N=C(\C)c1ccc(-n2ccnc2)cc1	0%	-8%	3%	12%	-13%	?	-12%	26	11%
CCOC(=O)C(C)Oc1ccc2c(-c3cccc([N+](=O)[O-])c3)cc(=O)oc2c1 (stereo not drawn)	1%	15%	16%	2%	-19%	-3%	-3%	13	7%
O=C(COC(=O)c1ccc(O)cc1O)NC1CC1	5%	-1%	-10%	10%	8%	22%	2%	26	1%
O=C1NC2(CCCCC2)C(=O)N1CC(=O)N1CCc2ccccc21	5%	12%	-1%	-4%	6%	9%	-28%	10	11%
Cc1ccc(CNC(=O)COC(=O)c2ccc(S(=O)(=O)N3CCCC3)cc2)cc1	5%	-3%	6%	4%	2%	-7%	15%	17	1%
CCc1ccc(CN(Cc2cccnc2)C(=O)/C=C/c2ccc(OC)cc2)cc1	-14%	-5%	?	?	-9%	16%	18µM*	0	?
COC(=O)[C@@]1(Cc2ccc(F)cc2)[C@H]2c3cc(C(=O)N4CCCC4)n(CCO)c3C[C@H]2CN1C(=O)c1ccccc1	7%	3%	13%	-5%	-3%	-1%	1%	-8	-2%
O=C(O)c1ccc2c(c1)C(=O)N(c1ccc(Nc3ccccc3)cc1)C2=O	-1%	1%	-1%	14%	.	-9%	1%	3	0%
COc1ccc(C)cc1NC(=O)CNCc1cccs1	-8%	0%	3%	5%	0%	?	4%	23	13%
Cc1ccccc1CSCC(=O)N/N=C/c1cccs1	1%[57.1 µM]	-15%	-17%	-2%	9%	4%	14%	0	-10%

Some of these compounds in order of heavy-atom count, low to high.
Molecule	WRN inhibitor	KB-3-1 tox	KB-V1 MDR tox	HT1080-NT tox	ATXN2 expr inh	SW480 rerep	MCF10A rerep	IL1B secr inh	HT1080 IDH1KD tx
Cc1ccccc1CSCC(=O)N/N=C/c1cccs1	1%[57.1 µM]	-15%	-17%	-2%	9%	4%	14%	0	-10%
CCn1c(CNC(C)=O)nnc1SCC(=O)c1ccc(Br)cc1	-4%[57.1 µM]	2%	9%	13µM*	0%	-1%	-9%	0	?
COc1ccccc1CN1CC(C(=O)NCCC2=CCCCC2)CCC1=O (stereo not drawn)	-1%	18%	-1%	-3%	15%	-11%	5%	0	1%

Remaining list, next part:
Molecule	WRN inhibitor	KB-3-1 tox	KB-V1 MDR tox	HT1080-NT tox	ATXN2 expr inh	SW480 rerep	MCF10A rerep	IL1B secr inh	HT1080 IDH1KD tx
OCCC1CN(Cc2ccc(Oc3ncccn3)cc2)CCN1CCc1ccccc1 (stereo not drawn)	3%	-4%	0%	-2%	.	1%	-7%	-8	1%
CCOC(=O)C(C)Oc1cccc2c(=O)n(CC(=O)NCc3ccccc3)ccc12 (stereo not drawn)	1%	1.2µM*	2.1µM*	0.52µM*	1%	1.3µM*	0.58µM*	-98*	0.52µM*
CCOc1ccc(C(=O)N[C@H](C(=O)Nc2cccc(S(=O)(=O)N3CCOCC3)c2)C(C)C)cc1	2%	-19%	-1%	-1%	-6%	?	3%	-9	1%
CCN1C(=O)CSC1=Nc1ccccc1Cl	5%	15%	-6%	2%	-1%	-6%	7%	2	16%
Cc1noc(/C=C/N(C)C)c1S(=O)(=O)N1CCC(C(=O)Nc2ccc(Cl)cc2)CC1	-7%	?	-17%	3%	.	0%	?	-29	-6%
CNC(=O)C[C@H]1C(=O)N(CCc2ccccc2)C[C@@H]1Cc1ccccc1	5%	13%	?	8%	21%	.	.	2	7%
Cc1ccc(C2=NNC(c3cccc(F)c3)S2)cc1 (stereo not drawn)	-2%	0%	-28%	-1%	.	-2%	8%	39	1%
O=C(Cn1c(=O)c2cccn2c2ccccc21)Nc1ccc(F)cc1F	-14%	10%	-9%	-13%	11%	6%	3%	0	6%
Cc1ccccc1-c1cc(C(=O)NCc2ccco2)nn1CC1CC(c2cccc([N+](=O)[O-])c2)=NO1 (stereo not drawn)	3%	-1%	?	-4%	-7%	-12%	-3%	-26	-7%
CC(C)C(NS(=O)(=O)c1cccs1)C(=O)NCc1ccc2c(c1)OCO2 (stereo not drawn)	-2%	1%	7%	15%	1%	0%	-2%	16	1%
Cc1cccc(NC(=O)c2ccc(S(=O)(=O)N3CCCC3)cc2)c1C	4%	?	11%	-3%	-11%	?	5%	-2	-1%
O=C(NCc1ccccc1Cl)C(=O)NCC(c1ccco1)N1CCOCC1 (stereo not drawn)	4%	3%	1%	-14%	-3%	7%	1%	1	3%
O=C(COc1ccc(Cl)cc1)NNC(=O)C(=O)NC1CCCCC1	-29%	.	.	6%	0%	2%	0%	-2	13%
COC(=O)c1cc(=O)n(CCc2ccc(OC)cc2)c(=Nc2ccc(F)c(Cl)c2)s1	-15%	?	0%	21µM*	?	19%	?	.	?
CC(C)C(c1nnnn1Cc1ccc(F)cc1)N1CCC(C(N)=O)CC1 (stereo not drawn)	-18%	25%	-6%	-1%	-18%	-5%	-25%	3	-2%
CCOc1ccccc1N1CC(C(=O)Nc2ccc(C(=O)O)cc2)CC1=O (stereo not drawn)	5%	-1%	?	14%	1%	-3%[9.22 µM]	-4%	18	14%
COC(=O)c1cc(S(=O)(=O)NCC2CCN(Cc3ccc(Cl)cc3)CC2)cn1C	-1%	-6%	-11%	-5%	-17%	-2%	13%	?	-9%
CCOc1ccc(CCNS(=O)(=O)c2ccc(-c3ccc(=O)[nH]n3)o2)cc1OCC	5%	25%	0%	3%	12%	?	-6%	0	4%
CCCC(=O)Oc1ccc(-c2nccc(C(OC)OC)n2)cc1	3%	-6%	?	10%	25%	2%	-1%	8	19%
CCCCCC1=CCC/C1=N\NC(=O)c1ccc2c(c1)OCO2	-1%	14%	-17%	-20%	-9%	-1%	?	5	-20%
O=C(CCn1ccc2cc(S(=O)(=O)N3CCCC3)ccc21)NCc1cccc(F)c1	5%	?	-9%&15%	0%	-4%&-1%	?	?	12	0%
O=C(COC(=O)/C=C/c1ccc(Cl)c(Cl)c1)NC1CC1	4%	1%	-1%	6%	7%	-8%	-5%	-2	12%
CN(C)S(=O)(=O)c1ccc(NC(=O)c2ccc3ncsc3c2)cc1	6%	0%	?	10%	.	-1%	-2%	-12	-1%
O=C(Cc1cccs1)N1CCN(S(=O)(=O)c2cccc([N+](=O)[O-])c2)CC1	-6%	?	13%	-3%	7%	2%	1%	-1	0%
CSCCCNC(=S)N1CCN(S(=O)(=O)c2cccc(C(F)(F)F)c2)CC1	7%	7%	-24%	0%	-5%	?	-1%	6	16%

Next section.
Molecule	WRN inhibitor	KB-3-1 tox	KB-V1 MDR tox	HT1080-NT tox	ATXN2 expr inh	SW480 rerep	MCF10A rerep	IL1B secr inh	HT1080 IDH1KD tx
COc1ccc(N(CC(=O)NC2CCCCC2C)S(=O)(=O)c2c(C)nn(C)c2C)cc1 (stereo not drawn)	-10%	15%	-3%	7%	7%	-8%	-1%	-11	3%
CC(C)Nc1ncnc2ccc(Br)cc12	2%	-29%	?	-10%	5%	?	28%	-6	-22%
CCCS(=O)(=O)NC(=O)C1(C)CCCN(C(=O)c2cccc3ccccc23)C1 (stereo not drawn)	-1%	0%	3%	5%	7%	.	.	0	-3%
Cc1nc2ccc(C(=O)N3CCCC(CO)(Cc4ccc(F)cc4F)C3)cc2nc1C (stereo not drawn)	3%	-4%	0%	3%	.	-4%	-12%	-11	0%
COc1cc(C(=O)NNC(=O)c2n[nH]c3ccccc23)cc(OC)c1OC	13%	-8%	0%	-2%	0%	-27%	-3%	-9	-1%

Screens deposited in PubChem by National Center for Advancing Translational Sciences (NCATS).
